High-throughput results as filed in PubChem BioAssay.
L major viab – inhibitors of Leishmania major promastigote growth; inhibition, % at 10 µM; 200,000 tested, 9% active; Leishmania major promastigotes, resazurin fluorescence viability; in the data active = inhibition above about 50%;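 also: promastigotes grown with compound for 44 hours at 28 °C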
bIAP inhibitor – blocks bovine intestinal alkaline phosphatase activity. purified bovine IAP, CDP-star luminescence, 30 min. inhibition, % at 20 µM. 190,000 tested, under 10 active. AID 1019;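 active = over 50% inhibition of intestinal alkaline phosphatase at 20 µM in the single-dose screen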
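Assay system: bovine IAP enzyme; medium: DEA buffer 100 mM, pH 9.8, with MgCl2 1.0 mM, ZnCl2 0.02 mM; doses: 20 µM single dose; incubation: enzyme reaction for 30 min at room temperature; detection: CDP-star luminescence signal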
bIAP act – intestinal alkaline phosphatase (bovine) activation; purified bovine IAP, CDP-star luminescence, 30 min; stronger effect = higher value; fold of DMSO-control signal, blank-subtracted; activation factor at 20 µM; 200,000 tested, 0.17% active;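 active = activation factor of 2 or more at 20 µM, a signal rise over negative controls twice the positive control's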
ROMK primary – modulators of human ROMK potassium channel. P48048. Tet-inducible ROMK, thallium flux fluorescence; actives lie on both sides. B-score at 10 µM. 130,000 tested, 2% active;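 active = signal ratio slope over the read window, or its plate-corrected B-score, at least 3 SD from the plate mean, either direction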;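 also: B-score of the F/F0 ratio slope over 7 to 12 s after thallium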
Target sequence (P48048 whole entry, looked up): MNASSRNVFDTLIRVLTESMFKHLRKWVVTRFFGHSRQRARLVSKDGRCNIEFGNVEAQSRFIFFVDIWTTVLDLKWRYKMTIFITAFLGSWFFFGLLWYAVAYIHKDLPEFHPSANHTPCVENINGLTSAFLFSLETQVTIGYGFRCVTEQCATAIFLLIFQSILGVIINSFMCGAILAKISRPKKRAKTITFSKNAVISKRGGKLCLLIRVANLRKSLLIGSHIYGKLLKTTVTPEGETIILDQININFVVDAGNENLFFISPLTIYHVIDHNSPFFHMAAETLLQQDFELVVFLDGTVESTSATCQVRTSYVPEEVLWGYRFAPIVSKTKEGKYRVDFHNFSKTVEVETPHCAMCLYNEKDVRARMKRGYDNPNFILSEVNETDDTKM
PPARg SRC2 recr – PPARgamma-driven SRC-2 recruitment agonism | P37231 | PPARgamma LBD-SRC-2 recruitment, biochemical | activation, % at 8 µM | 200,000 tested, 0.34% active | AID 1032; in the data active = activation above about 22%;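 also: 0% = vehicle and 100% = reference agonist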
SRC2 TRFRET art – TR-FRET artefact, counter-screen to PPARgamma/SRC-2 agonist assay. stronger effect = higher value. TR-FRET ratio at 8 µM. 200,000 tested, 0.4% active. AID 1049; in the data active = TR-FRET ratio above about 2000; also: inactives centre near 1500; reference of the scale not given here
DTT redox prof – compounds producing H2O2 with reducing agent – biochemical, NIH compound library profiling, artefact control for MLSCN library redox annotation, primary screen; DTT-dependent redox cycling H2O2, phenol red/HRP absorbance; 100% = 100 µM peroxide control, 0% = buffer; activation, % at 10 µM; 200,000 tested, 0.03% active;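 active = activation of at least 50% relative to the plate's high and low controls in the primary single-dose screen; inactive = activation below 50%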;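 also: compound incubated with DTT at 0.8 mM final as the reducing agent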
PPARg SRC3 recr – promotes SRC-3 coactivator recruitment by human PPARgamma; biochemical PPARgamma/SRC-3 coactivator recruitment assay; activation, % at 8 µM; 200,000 tested, 0.26% active; AID 731; in the data active = activation above about 23%;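 also: 0% = DMSO and 100% = reference agonist; some compounds past the cut are filed as inactive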
TLR4 MyD88 comp – TLR4-MyD88 interaction inhibition in cells. O00206+Q99836. HeLa CL3-4 TLR4/MyD88 BLA complementation, FRET ratio. inhibition, % at 8.4 µM. 200,000 tested, 0.18% active. AID 861; in the data active = inhibition above about 25%;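 also: 0% = vehicle and 100% = reference inhibitor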
PPARg SRC1 recr – agonists of human PPARgamma SRC-1 coactivator recruitment | P37231 | PPARgamma-SRC-1 coactivator recruitment biochemical assay | activation, % at 8 µM | 200,000 tested, 0.41% active | AID 631; in the data active = activation above about 19%;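 also: 0% = DMSO and 100% = reference agonist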
S1P3 antagonist – S1P3 (human) receptor antagonism. CHO S1P3 NFAT-BLA reporter, FRET fluorescence, antagonist mode. inhibition, % at 4.98 µM. 170,000 tested, 0.27% active. AID 485;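 active = inhibition above the plate cutoff, the mean inhibition of test wells on that plate plus 3 SD, cut at about 28% in these data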;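 also: cells challenged with S1P at its EC80 of 0.8 µM; blue over green emission ratio from cleaved BLA substrate after 4 h stimulation; 0% = S1P-stimulated wells and 100% = unstimulated DMSO-only wells; some compounds past the cut are filed as inactive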
Target sequence (Q99500 whole entry, looked up): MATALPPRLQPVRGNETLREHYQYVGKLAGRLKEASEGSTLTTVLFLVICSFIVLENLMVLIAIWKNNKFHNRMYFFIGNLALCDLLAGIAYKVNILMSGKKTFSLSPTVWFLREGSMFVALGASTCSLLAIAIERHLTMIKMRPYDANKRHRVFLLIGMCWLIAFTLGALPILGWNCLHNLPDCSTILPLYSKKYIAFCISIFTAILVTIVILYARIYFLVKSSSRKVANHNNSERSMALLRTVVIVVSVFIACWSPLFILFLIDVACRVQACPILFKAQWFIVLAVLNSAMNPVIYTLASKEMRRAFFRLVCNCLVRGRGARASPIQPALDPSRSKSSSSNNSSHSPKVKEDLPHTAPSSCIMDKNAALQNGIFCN
An asterisk follows results filed as active; · = not tested or not shown.

SMILES	L major viab	bIAP inhibitor	bIAP act	ROMK primary	PPARg SRC2 recr	SRC2 TRFRET art	DTT redox prof	PPARg SRC3 recr	TLR4 MyD88 comp	PPARg SRC1 recr	S1P3 antagonist
COc1ccc(/C=C/CN2CCN(Cc3ccc(C)cc3)C(CCO)C2)cc1 (stereo not given)	67.4*	0.3	1	0.696	-2.5	1732	-0.6	-0.1	-2.2	-3.4	1.5
CC1CCN(C(=O)CSCC(=O)O)CC1	-7.2	-8.8	1.1	-0.058	5.8	1725	1.0	3.5	-1.8	0.4	-10.6
FC(F)(F)c1ccc(/C=N/N2CCN(Cc3cccc4ccccc34)CC2)cc1	5.4	13.2	0.9	0.325	2.7	1521	3.9	-4.7	-9.6	3.8	·
O=C(COc1ccc(S(=O)(=O)NC2CCCCC2)cc1Cl)NCc1cccnc1	-7.3	-6.2	1.1	-0.678	9.2	1724	0.8	11.4	-9.2	10.1	0.9
C=C(C)CNC(=S)N/N=C(\C)c1ccc(OC)cc1	10.6	0.0	1	·	5.3	1486	0.0	0.0	-6.2	6.9	2.5
Oc1ccc2ccccc2c1C=NC1CCCCC1	62.1*	4.1	1	-0.406	2.4	1719	-2.2	8.0	6.2	10.4	-24.0
N#Cc1c(OCC(=O)c2ccccc2)nc2c(c1-c1ccco1)CCc1ccccc1-2	16.2	22.1	0.8	0.498	-4.0	1452	1.9	9.9	4.1	1.6	·
CCCCn1c(SC(C)C(=O)c2ccc(OC)cc2)nc2cc(S(N)(=O)=O)ccc21 (stereo not given)	19.4	13.9	0.9	·	7.5	1440	0.2	-0.6	6.1	7.2	·
Cc1ccc(S(=O)(=O)N2CCN(Cc3cc(C(C)C)ccc3O)CC2)cc1	-1.8	4.4	1	-0.954	-0.1	1718	0.3	-6.5	2.5	4.9	10.8
COc1ccc(C(=O)Nc2sc3c(c2C(=O)NCc2ccco2)CCCC3)cc1OC	-5.0	1.0	1	·	7.1	1530	0.8	3.6	-9.6	9.4	·
FC(F)(F)c1cccc(CN2CCCCCC2)c1	-7.2	5.3	0.9	·	0.2	1658	-2.8	1.5	-7.1	-1.7	-32.2
O=C(CCC(=O)N1CCN(S(=O)(=O)c2cccc(F)c2)CC1)c1cccs1	6.4	-19.2	1.2	0.706	8.9	1526	-1.0	3.9	13.8	2.0	-5.6
Cc1ccnc(SCC(=O)N2CCC(C(N)=O)CC2)n1	0.5	7.5	0.9	-0.0967	5.8	1722	0.0	8.7	-4.9	8.0	5.8
COc1cc(NC(=O)CN(C)Cc2cccc(F)c2)c(C)cc1[N+](=O)[O-]	-2.5	-23.4	1.2	1.39	1.9	1658	0.3	-0.7	-1.7	6.4	5.2
Fc1ccccc1N1CCN(C(c2ccncc2)c2nnnn2C2CCCC2)CC1 (stereo not given)	41.0	-7.4	1.1	·	-1.9	1455	-2.3	1.8	-18.2	-1.8	0.3
N#CC1=C(N)OC2=C(C(=O)CCC2)C1c1ccoc1 (stereo not given)	-8.9	-8.3	1.1	0.37	1.9	1642	-0.8	1.4	-10.1	0.8	-1.2
Cc1cc(C)cc(NC(=S)NN)c1	-1.8	8.7	0.9	-0.137	15.1	1824	-0.3	1.0	-6.1	9.8	-10.4
O=C(NC1CC2CCCC(C1)N2S(=O)(=O)c1ccccc1)C1CCCCC1 (stereo not given)	19.6	-7.6	1.1	·	6.6	1518	2.5	-14.3	10.7	0.3	·
Cc1nn(C)cc1CNCc1ccc(OCC(O)CN(C)Cc2ccccc2)cc1 (stereo not given)	86.5*	-2.3	1	0.0578	2.5	1496	-0.2	-4.7	3.4	-3.4	4.6
C=CCSc1nc2sc3c(c2c(=O)n1CC=C)CCc1ccccc1-3	-3.1	-6.7	1.1	·	0.9	1574	2.3	1.1	-16.8	2.4	-4.3
CC(C)Oc1cc(N)c(Cl)cc1Cl	0.5	-1.0	1	0.727	-6.2	1488	0.1	-0.8	-3.9	-7.6	-20.0
Cc1cc2oc(C(=O)N(Cc3ccccc3)C3CCS(=O)(=O)C3)cc(=O)c2cc1Cl (stereo not given)	50.2*	2.2	1	-0.0779	2.1	1579	0.2	5.1	6.3	4.3	·
CCc1ccc(C(=O)CSc2nnc(C)c(=O)[nH]2)cc1	-3.4	1.1	1	0.844	4.0	1542	0.0	1.4	-4.9	-3.9	·
CN(C1CCCCC1)S(=O)(=O)c1ccc(C(=O)N2CCN(c3nc4ccccc4s3)CC2)cc1	-0.3	0.2	1	-0.00708	0.1	1338	0.0	1.3	-7.6	-5.3	-21.2
Cc1ccccc1-n1ncc2c(SCC(=O)NCc3cccs3)ncnc21	5.8	4.7	1	·	5.9	1690	3.4	10.9	6.2	10.7	-30.4
CCC(C)NC(=O)/C=C1\Sc2ccccc2NC1=O (stereo not given)	2.5	11.1	0.9	·	-0.8	1565	0.6	0.4	8.2	-6.0	-16.2
CCn1c(SCC(=O)Nc2ccc(C(=O)OC)cc2)nnc1-c1cccs1	-2.4	2.1	1	·	2.6	1573	1.3	16.3	-5.1	1.6	-7.1
CC(C)CC(=O)N(Cc1ccc(F)cc1)C1CCS(=O)(=O)C1 (stereo not given)	-1.2	5.6	0.9	0.719	-0.8	1565	-0.3	0.9	-5.8	-1.4	-6.3
CCOc1cc(C)c(C(C)C)cc1S(=O)(=O)NCc1ccccn1	-1.1	17.8	0.8	·	-3.3	1458	1.1	12.1	-5.8	-0.7	118.3*
CCOC(=O)Nc1ccc(OC)cc1S(=O)(=O)N1CCCCC1	-1.3	3.9	1	·	0.4	1582	0.2	1.9	0.7	7.1	19.9
COc1ccc(Br)cc1CNc1ccc2[nH]c(=O)[nH]c2c1	-3.2	4.8	1	0.199	17.5	1634	-1.1	12.1	-0.8	14.5	-14.4
Cc1[nH]c2ccccc2c1C(c1ccncc1)N1CCN(c2ccc(F)cc2)CC1 (stereo not given)	98.8*	2.4	1	·	9.3	1676	·	1.9	-8.5	1.1	-11.5
CC1(C)Cc2c(sc(/N=C/N3CCCCCC3)c2C#N)C(C)(C)N1	26.8	-11.7	1.1	-1.01	2.2	1529	-1.7	5.9	12.3	1.2	-12.7
COc1ccc(CCNC(=O)CCc2ccc(S(=O)(=O)NCC(C)C)cc2)cc1OC	-1.3	4.6	1	0.701	0.2	1637	-1.3	1.7	-3.9	20.0	22.1
O=C(/C=C/c1ccccc1[N+](=O)[O-])c1ccc(F)cc1	8.0	10.3	0.9	0.43	4.5	1649	-2.4	0.7	12.9	3.6	-2.8
O=C(Nc1cc2cccc([N+](=O)[O-])c2oc1=O)c1cccs1	-8.6	8.1	0.9	-0.423	-2.4	1605	1.4	-2.6	-11.6	1.9	-15.0
COc1cc2cc(CN(CCN3CCOCC3)C(=O)Nc3ccc(F)cc3)c(=O)[nH]c2cc1OC	6.1	6.5	0.9	0.034	0.8	1574	-1.1	1.6	-2.7	1.7	-21.8
O=C(NCc1ccco1)c1cc([N+](=O)[O-])ccc1N1CCOCC1	-3.5	-5.9	1.1	·	6.4	1543	0.8	3.9	-3.3	4.6	-5.0
O=C(NCC1CCCO1)C(C(=O)c1ccccc1)n1cc(Cl)ccc1=O (stereo not given)	-5.0	5.2	0.9	0.245	-11.0	1360	-0.2	-0.9	-0.1	-8.2	-13.6
COc1cccc(Nc2nc3cc(OC)ccc3cc2C#N)c1	3.5	2.2	1	-0.753	-3.0	1564	-2.2	-1.0	-2.3	-5.3	-8.8
COc1ccccc1NC(=O)N(Cc1ccc2c(c1)OCO2)Cc1nc2ccccc2c(=O)[nH]1	-5.7	-4.1	1	0.039	3.0	1704	0.5	6.8	5.3	6.4	28.2
CC(C)c1ccc(N2CC(C(=O)Nc3nccs3)CC2=O)cc1 (stereo not given)	-6.1	2.9	1	·	-0.2	1426	2.0	-10.3	-1.1	0.4	-11.6
Fc1ccc(NC(=S)N2CCN(c3cccc(C(F)(F)F)c3)CC2)cc1	-0.2	-10.0	1.1	0.362	17.1	1745	-0.9	3.1	21.3	-1.3	-3.0
O=C(CN1CCCCCC1)Nc1ccc(F)c(F)c1F	3.9	9.8	0.9	·	-0.2	1526	2.7	-2.9	4.8	-5.0	-1.3
CCn1cc(CNC(=O)c2cc(COc3ccc(F)cc3Cl)on2)cn1	12.7	6.9	0.9	·	0.9	1442	-1.3	2.3	-4.3	6.2	-5.8
Cc1nc(SCC(=O)NC(C)(C)C)c2c(-c3cccs3)csc2n1	5.0	9.9	0.9	-0.513	-0.9	1561	-0.3	3.6	-4.1	8.0	-11.3
CC(=O)CCS(=O)(=O)c1ccc(Oc2ccc(S(=O)(=O)CCC(C)=O)cc2)cc1	53.8*	9.9	0.9	·	0.3	1772	0.4	-6.9	2.8	1.1	·
CC(C)C(=O)Nc1ccc(C(=O)NNC(=O)NC2CCCCC2)cc1	-6.9	5.3	0.9	-0.0421	-2.7	1271	-4.0	2.8	-1.5	4.4	·
Cc1ccccc1NC1(C#N)C(=O)Nc2ccccc21 (stereo not given)	-6.7	18.2	0.8	-1.13	2.1	1510	-0.2	-1.9	-3.0	-2.8	·
CN(c1ccccc1)c1nc(N)c([N+](=O)[O-])c(NCc2ccco2)n1	6.0	16.5	0.8	-0.688	-0.1	1531	-0.1	1.4	-1.5	8.6	8.1

Going on with the list:
SMILES	L major viab	bIAP inhibitor	bIAP act	ROMK primary	PPARg SRC2 recr	SRC2 TRFRET art	DTT redox prof	PPARg SRC3 recr	TLR4 MyD88 comp	PPARg SRC1 recr	S1P3 antagonist
Cc1noc(C)c1S(=O)(=O)N1CCCC(C(=O)c2cccc(OC(C)C)c2)C1 (stereo not given)	55.7*	3.6	1	-0.406	8.3	1725	0.0	7.2	-3.4	10.1	-2.2
O=C(CSc1nc2ccccc2[nH]1)c1cccs1	8.1	14.3	0.9	·	0.8	1451	-0.5	-1.8	-3.1	-5.9	-5.0
Cn1c(Cn2nnc3ccccc32)nnc1SCC(=O)N1c2ccccc2CCc2ccccc21	6.8	-1.7	1	·	-0.1	1444	-0.1	-1.2	-5.0	8.2	12.6
C=CCn1c(COc2ccccc2F)nnc1SCC(=O)c1c[nH]c2ccccc12	3.2	4.3	1	·	3.9	1391	0.7	3.1	-9.9	3.2	-0.4
Cc1cccc(NC(=O)C2CCCN2S(=O)(=O)c2cccc3cccnc23)c1 (stereo not given)	-5.0	8.8	0.9	·	0.1	1531	-0.8	-6.5	-4.0	-2.4	-0.9

Sorted by value in bIAP act (lowest first): three from the list above
structure | bIAP inhibitor | bIAP act | ROMK primary | PPARg SRC2 recr | DTT redox prof | PPARg SRC3 recr | TLR4 MyD88 comp | PPARg SRC1 recr | S1P3 antagonist
Cc1ccccc1NC1(C#N)C(=O)Nc2ccccc21 (stereo not given) | 18.2 | 0.8 | -1.13 | 2.1 | -0.2 | -1.9 | -3.0 | -2.8 | ·
Cc1nc(SCC(=O)NC(C)(C)C)c2c(-c3cccs3)csc2n1 | 9.9 | 0.9 | -0.513 | -0.9 | -0.3 | 3.6 | -4.1 | 8.0 | -11.3
N#CC1=C(N)OC2=C(C(=O)CCC2)C1c1ccoc1 (stereo not given) | -8.3 | 1.1 | 0.37 | 1.9 | -0.8 | 1.4 | -10.1 | 0.8 | -1.2
